RAD54 inh: inhibitors of human RAD54 branch migration, primary screen, biochemical, fluorescence, single point. DNA repair and recombination protein RAD54-like (Homo sapiens), Q92698. RAD54 Holliday junction branch migration, FAM/BHQ fluorescence. 360,000 compounds, 0.14% hits. inhibition, % at 10.4 µM;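 active = mean normalized replicate activity at least 40 and at least half of replicates scoring 40 or more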;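 note: 0% = median of neutral control wells and 100% = median of positive control wells; inhibitors cause a drop in the FAM fluorescence signal; in these data hits start at about 50%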
S100A4 MyoIIA: inhibitors of S100A4-myosin IIA peptide binding, primary screen, biochemical, fluorescence polarization, TAMRA-MyoIIA peptide; Protein S100-A4 (Homo sapiens), P26447; inhibition, % at 10.7 µM; 360,000 compounds, 0.14% hits;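 active = mean inhibition of at least 70% across replicates, with every replicate also reaching that level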
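Test system: S100A4 monomer protein; Medium: HEPES pH 7.2 with CaCl2, KCl, NaCl, DTT, Triton; Probe or stimulus: TAMRA-labelled myosin IIA heavy-chain peptide probe, 5 nM; Doses: one dose per compound; Times: polarization read 5 min after assay mix addition, stable 5–60 min; Benchmarks: neutral control DMSO, positive control TFP.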
E-sel inducer: E-selectin induction in HUVECs, primary screen, imaging, HUVEC, immunofluorescence imaging, single point; P16581; normalized: neutral wells 0, TNF-alpha wells 100; activation, % at 7.58 µM; 260,000 compounds, 0.37% hits; AID 686992, 2013;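 active = mean E-selectin-positive cell signal at least 10% of the positive control, reached in at least 60% of replicates, without over 20% cell loss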;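 note: in these data hits start at about 27%; measured in HUVEC primary endothelial cells; signal is the percent of cells scored E-selectin positive by PE staining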
Target sequence (P16581 whole entry, looked up): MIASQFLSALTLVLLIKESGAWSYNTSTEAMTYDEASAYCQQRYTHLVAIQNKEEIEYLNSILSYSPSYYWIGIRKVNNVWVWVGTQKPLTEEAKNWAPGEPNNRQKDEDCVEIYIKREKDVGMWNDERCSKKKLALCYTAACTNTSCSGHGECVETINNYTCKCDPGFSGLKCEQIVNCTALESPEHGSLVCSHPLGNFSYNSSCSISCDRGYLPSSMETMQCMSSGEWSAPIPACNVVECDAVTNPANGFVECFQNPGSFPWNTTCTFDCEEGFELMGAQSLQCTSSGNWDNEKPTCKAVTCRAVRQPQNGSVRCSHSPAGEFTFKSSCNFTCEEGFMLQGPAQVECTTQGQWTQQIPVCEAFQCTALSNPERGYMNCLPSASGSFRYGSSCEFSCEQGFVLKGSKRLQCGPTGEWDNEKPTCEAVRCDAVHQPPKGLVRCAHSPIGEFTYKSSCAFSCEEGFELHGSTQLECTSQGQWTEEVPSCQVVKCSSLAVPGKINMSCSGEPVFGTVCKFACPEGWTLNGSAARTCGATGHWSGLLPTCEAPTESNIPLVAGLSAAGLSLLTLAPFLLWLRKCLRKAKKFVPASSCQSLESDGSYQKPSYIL
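Assay system: HUVEC, human umbilical vein endothelial cells / Amount: 3,000 HUVEC/well / Controls: TNF-alpha positive control, DMSO neutral control / Compound dosing: single concentration / Medium: EGM-2 over gelatin coat / Evaluation: percent E-selectin-positive cells / Signal: immunofluorescence imaging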
XiGFP reactiv: activators of inactive X chromosome reactivation, primary screen, imaging, XiGFP fibroblasts, GFP high-content imaging, set 2; XiGFP mouse fibroblasts, % GFP-positive cells imaging, 3 d; cells co-treated with 5-aza-dC sensitizer; scaled so ellipticine positive control = 100%; AID 743238, 2013; activation, % at 7.58 µM; 360,000 compounds, 0.055% hits;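 active = mean normalized replicate activation at least 10% and every replicate at or above 10%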;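 note: 0% = median of on-plate neutral control wells and 100% = ellipticine 6 µM median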
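assay system = SV40-immortalized XiGFP fibroblast cells, line 68-5-11 | buffer or medium = DMEM plus 5-aza-dC sensitizer | doses = single-point pinned compound dosing | times = 3-day compound exposure, then 15 min fixation at room temperature | benchmarks = positive control ellipticine, 6 µM final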
RAD52 inh: RAD52 DNA annealing inhibitors, primary screen, biochemical, FRET, single point, set 2 | recombinant RAD52 DNA annealing, FRET fluorescence | inhibition, % at 18.7 µM | 360,000 compounds, 0.46% hits | AID 651710, 2012;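 active = every replicate showing at least 50% inhibition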
Target sequence (P43351 whole entry, looked up): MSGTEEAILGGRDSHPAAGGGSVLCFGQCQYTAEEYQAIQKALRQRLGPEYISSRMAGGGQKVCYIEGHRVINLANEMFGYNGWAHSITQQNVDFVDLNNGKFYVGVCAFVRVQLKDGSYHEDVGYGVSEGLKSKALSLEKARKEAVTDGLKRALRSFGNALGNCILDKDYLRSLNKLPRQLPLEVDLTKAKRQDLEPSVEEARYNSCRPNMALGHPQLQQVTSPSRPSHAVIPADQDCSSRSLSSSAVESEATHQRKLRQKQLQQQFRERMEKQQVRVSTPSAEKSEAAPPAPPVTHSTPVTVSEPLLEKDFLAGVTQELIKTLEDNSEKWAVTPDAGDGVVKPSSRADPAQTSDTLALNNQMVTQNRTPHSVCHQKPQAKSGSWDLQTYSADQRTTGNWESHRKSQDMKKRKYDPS
ERAP1 inh: human ERAP1 aminopeptidase inhibitors, primary screen, biochemical, single point, plate reader; recombinant ERAP1, Leu-AMC fluorescence, 60 min; inhibition, % at 10.7 µM; 340,000 compounds, 0.15% hits; Endoplasmic reticulum aminopeptidase 1 (Homo sapiens), Q9NZ08;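 active = mean replicate inhibition of at least 30%, or all replicates individually reaching that 30% level; inactive = mean below 30% and not every replicate reaching it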;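 note: 0% = neutral control wells and 100% = L-leucinethiol positive control wells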
esBAF inh: Bmi1 luciferase reporter increase in mESCs, primary screen, esBAF inhibitor project, mouse ES cells, Bmi1 luciferase knock-in, single point. 24 h; 100% = twice the neutral-well signal. reporter increase, % at 12.5 µM. 350,000 compounds, 2% hits. AID 602393, 2012; in the data active = activation above about 40%;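 note: 0% = median of the plate's neutral control wells and 100% = double that signal; a rise in the Bmi1 reporter signal indicates esBAF inhibition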
ERp5 inh: inhibitors of ERp5-driven insulin aggregation, primary screen, biochemical, turbidity, absorbance 650 nm, single point | AID 651711, 2012 | 90 min | Protein disulfide-isomerase A6 (Homo sapiens), Q15084 | inhibition, % at 9.99 µM | 350,000 compounds, 0.05% hits;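 active = mean replicate inhibition above about 25%, with every replicate also reaching it, limit read from the data, passing the limit was not always enough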
Active calls of the source: *; nt = not tested or not shown.

Order of values – XiGFP reactiv	esBAF inh	E-sel inducer	RAD54 inh	S100A4 MyoIIA	ERAP1 inh	ERp5 inh	RAD52 inh
(1) CC(C)CNc1ncnc2c1ncn2[C@H]1CN(Cc2cccs2)C[C@@H](CO)O1
 : 0.0	6	nt	-5	-6	0	1	-28
(2) O=C(C[C@H]1C[C@H]2c3cc(NC(=O)Nc4ccc(F)cc4)ccc3O[C@H]2[C@@H](CO)O1)NCC(F)(F)F
 : 0.1	-1	0.1	3	10	-2	-5	13
(3) C[C@@H]1CCCCO[C@@H](CN(C)S(=O)(=O)c2ccccc2)[C@H](C)CN([C@H](C)CO)C(=O)c2cc(NC(=O)Nc3ccc4c(c3)OCO4)ccc2O1
 : 0.0	18	0.1	4	-9	2	0	35
(4) COc1ccc(CC(=O)Nc2ccc(F)c(F)c2F)cc1S(=O)(=O)N1CCOCC1
 : -0.2	-2	nt	-11	-4	-2	1	0
(5) Cc1c(OCC(=O)N2CCC(C(=O)O)CC2)ccc2c3c(c(=O)oc12)CCC3
 : nt	-5	nt	-7	-1	-2	-1	-2
(6) COc1cc(/C=N/Nc2nc(Nc3ccccc3)nc(N3CCOCC3)n2)ccc1OC(=O)c1ccco1
 : -0.1	nt	-0.1	nt	7	-1	3	-6
(7) COc1ccc(NC(=O)Nc2ccc3c(c2)[C@H]2C[C@@H](CC(=O)N(C)C)O[C@@H](CO)[C@H]2O3)cc1
 : 0.4	-2	0.0	-2	1	-3	-6	-8
(8) CC(C)NC(=O)N(C)C[C@H]1Oc2c(NS(=O)(=O)c3cn(C)cn3)cccc2C(=O)N([C@H](C)CO)C[C@H]1C
 : 0.0	2	1.2	-5	4	-2	-6	-5
(9) O=C(N/N=C/c1cccs1)c1cccc(S(=O)(=O)Nc2ccc(Cl)cc2)c1
 : 0.7	nt	nt	nt	1	-5	4	-9
(10) CN1N=C(C(C)(C)C)CSC1=Nc1ccccc1
 : 0.0	21	nt	nt	-4	-1	3	-16
(11) CCc1ccc(NC(=S)N(CCC(C)C)C2CCN(C(C)=O)CC2)cc1
 : 0.0	13	0.0	-2	-12	0	4	-14
(12) CC(N=C1CC(C)(C)CC(=O)/C1=C(/O)CCCN1C(=O)c2ccccc2C1=O)C(=O)O (configuration not stated)
 : 0.0	nt	nt	nt	-5	10	3	-15
(13) CC=Cc1ccc2n(c1=O)C[C@H]1[C@H](CO)[C@@H](C(=O)NCC)N(C(=O)CC3CC3)[C@@H]21 (mixture of isomers)
 : 0.5	-1	0.3	-11	-1	2	-3	-6
(14) COc1cccc(-c2cnc3c(c2)C(=O)N([C@H](C)CO)C[C@H](C)[C@H](CN(C)C(=O)Nc2ccccc2)O3)c1
 : 0.0	-2	-0.2	0	1	0	-2	5
(15) COc1cccc(OC)c1C(=O)Nn1c(-c2cccc(C)c2)nc2ccccc2c1=O
 : 0.6	nt	nt	nt	-1	10	-4	-4
(16) N#Cc1ccc(C(=O)NC2CCCCCCC2)cc1
 : 0.5	53*	13	4	-5	1	0	-10
(17) COc1cc(/C=C2\SC(=S)N(CCC(=O)N3CCCCC3)C2=O)cc(OC)c1OC
 : 0.5	-6	nt	-9	6	-5	8	-18
(18) OCCNC(=S)Nc1cccc(Cl)c1Cl
 : 0.1	-8	-1.0	-4	1	2	-6	-6
(19) COc1ccc(Cc2nnc(NC(=O)c3ccccc3F)s2)cc1
 : 0.2	26	nt	6	-1	2	-2	-10
(20) CC#CC(=O)N1CCCC(Cc2cccc(OC)c2)(C(=O)OCC)C1 (configuration not stated)
 : 0.1	59*	nt	-4	-1	1	5	-10
(21) COc1ccc(-c2c(N)cnc(C(=O)O)c2C)c(OCc2ccccc2)c1OC
 : 0.0	-4	nt	-7	-1	-1	-5	-9
(22) CN1CCN(C(=O)c2ccccc2NC(=O)COc2ccccc2Cl)CC1
 : 0.0	nt	1.5	-16	-6	-2	4	-6
(23) N#C[C@@H]1[C@H](c2ccccc2C2=CCCCC2)[C@@H](CO)N1S(=O)(=O)c1cccc(F)c1
 : 0.0	nt	0.0	nt	124*	-1	2	-3
(24) Cc1ccc(S(=O)(=O)N(C)C[C@@H]2OCCCC[C@@H](C)Oc3ccc(NS(=O)(=O)c4c(C)noc4C)cc3C(=O)N([C@H](C)CO)C[C@H]2C)cc1
 : -0.1	1	nt	7	-2	-1	4	-35
(25) CNc1nc(-c2ccccc2)nc(-c2ccc(OC)cc2)c1C#N
 : 0.0	-1	nt	-3	-2	-1	-11	-14
(26) Cn1cnnc1Sc1cc(N2CCN(S(=O)(=O)c3ccccc3)CC2)ccc1[N+](=O)[O-]
 : 0.0	-5	nt	nt	-7	5	-4	-7
(27) COc1ccc(-c2c(C)nc3c(-c4ccccn4)cnn3c2N)cc1
 : 0.1	26	0.0	-2	1	0	1	0
(28) COc1cc(OC)cc(C(=O)NCc2ccc3c(c2)OCO3)c1
 : 0.1	1	nt	3	3	0	2	0
(29) COc1ccc(-c2c(C(=O)c3ccccc3)[nH]c(N)c2C(=O)c2ccc(Br)cc2)cc1OC
 : 0.2	nt	-1.3	nt	0	-4	0	-20
(30) CC(OC(=O)CCCc1nc2ccccc2s1)C(=O)NC(N)=O (configuration not stated)
 : 0.0	nt	0.5	nt	7	1	-2	-4
(31) O=C(OCc1nnc(-c2ccccc2)o1)c1cc([N+](=O)[O-])ccc1Cl
 : -0.1	-4	4.4	-9	0	0	0	-15
(32) COc1ccc([C@H]2C[C@@H](n3cc(-c4ccc(F)cc4)nn3)[C@H](O)CN2C(=O)c2cccs2)cc1
 : 0.4	-3	-0.3	nt	-12	3	0	-15
(33) CCOc1ccc(C2CC(=O)NC2=O)cc1 (configuration not stated)
 : 0.4	-10	0.7	nt	0	-4	4	-4
(34) CCOC(=O)NNC(=O)NCCCCCCNC(=O)NNC(=O)OCC
 : 0.1	nt	nt	4	-1	-1	2	0
(35) Cc1ccc(S(=O)(=O)NCCC(=O)NNC(=O)COc2ccccc2Cl)cc1C
 : 0.0	-13	-0.6	5	6	0	0	-2
(36) CC(C)N1C(=O)S/C(=C/c2ccccc2OCc2ccc(C(=O)O)cc2)C1=O
 : 0.0	7	nt	5	8	-1	2	5
(37) COCCN(Cc1ccccc1)C(=O)c1cccc(S(=O)(=O)N2CCN(c3ccc(F)cc3)CC2)c1
 : 0.2	3	-0.2	nt	10	4	-2	7
(38) Cc1sc2nc(CSc3ccccc3)nc(N3CCC(C(N)=O)CC3)c2c1C
 : 0.1	nt	nt	nt	2	-1	1	-29
(39) CNC(=S)NNC(=O)c1oc2nc(-c3ccccc3)cc(-c3ccco3)c2c1N
 : 0.1	nt	nt	nt	-1	nt	0	-71
(40) O=C(CCSc1nc(-c2ccc3c(c2)OCO3)cc(C(F)(F)F)n1)NCc1ccco1
 : 0.1	-4	0.6	-5	1	2	3	-15
(41) CCCCCCN1CCN(C2CN(Cc3ccc(F)cc3)S(=O)(=O)C2)CC1 (configuration not stated)
 : nt	-8	-1.6	-9	-3	-4	2	-2
(42) COc1cccc(/C=C/C(=O)NCc2cn3cc(Cl)ccc3n2)c1
 : -0.1	nt	-0.2	4	-1	4	-2	-3
(43) C[C@@H]1CN([C@H](C)CO)C(=O)c2cc(NC(=O)CCC(F)(F)F)ccc2O[C@@H](C)CCCCO[C@H]1CN(C)C(=O)c1ccccc1
 : 0.2	-1	0.7	9	14	-2	2	3
(44) C/C=C/c1ccc([C@H]2[C@@H](CO)N(c3nc(CC)cs3)[C@H]2CNC(C)C)cc1
 : 0.3	-7	0.3	0	8	nt	-2	1
(45) CO[C@H]1CN(C)C(=O)c2cc(NC(C)=O)ccc2OC[C@H](C)N(S(=O)(=O)c2cn(C)cn2)C[C@H]1C
 : -0.7	-1	0.1	-3	-3	-1	4	-8
(46) C[C@@H]1CN([C@H](C)CO)C(=O)c2cccc(NS(=O)(=O)c3ccc(F)cc3)c2O[C@H]1CN(C)Cc1ccncc1
 : 0.1	4	0.9	-10	16	1	-4	-5

Structures above with fluorine:
Order of values – XiGFP reactiv	esBAF inh	E-sel inducer	RAD54 inh	S100A4 MyoIIA	ERAP1 inh	ERp5 inh	RAD52 inh
(2) O=C(C[C@H]1C[C@H]2c3cc(NC(=O)Nc4ccc(F)cc4)ccc3O[C@H]2[C@@H](CO)O1)NCC(F)(F)F
 : 0.1	-1	0.1	3	10	-2	-5	13
(4) COc1ccc(CC(=O)Nc2ccc(F)c(F)c2F)cc1S(=O)(=O)N1CCOCC1
 : -0.2	-2	nt	-11	-4	-2	1	0
(19) COc1ccc(Cc2nnc(NC(=O)c3ccccc3F)s2)cc1
 : 0.2	26	nt	6	-1	2	-2	-10
(23) N#C[C@@H]1[C@H](c2ccccc2C2=CCCCC2)[C@@H](CO)N1S(=O)(=O)c1cccc(F)c1
 : 0.0	nt	0.0	nt	124*	-1	2	-3
(32) COc1ccc([C@H]2C[C@@H](n3cc(-c4ccc(F)cc4)nn3)[C@H](O)CN2C(=O)c2cccs2)cc1
 : 0.4	-3	-0.3	nt	-12	3	0	-15
(37) COCCN(Cc1ccccc1)C(=O)c1cccc(S(=O)(=O)N2CCN(c3ccc(F)cc3)CC2)c1
 : 0.2	3	-0.2	nt	10	4	-2	7
(40) O=C(CCSc1nc(-c2ccc3c(c2)OCO3)cc(C(F)(F)F)n1)NCc1ccco1
 : 0.1	-4	0.6	-5	1	2	3	-15
(41) CCCCCCN1CCN(C2CN(Cc3ccc(F)cc3)S(=O)(=O)C2)CC1 (configuration not stated)
 : nt	-8	-1.6	-9	-3	-4	2	-2
(43) C[C@@H]1CN([C@H](C)CO)C(=O)c2cc(NC(=O)CCC(F)(F)F)ccc2O[C@@H](C)CCCCO[C@H]1CN(C)C(=O)c1ccccc1
 : 0.2	-1	0.7	9	14	-2	2	3
(46) C[C@@H]1CN([C@H](C)CO)C(=O)c2cccc(NS(=O)(=O)c3ccc(F)cc3)c2O[C@H]1CN(C)Cc1ccncc1
 : 0.1	4	0.9	-10	16	1	-4	-5

Screening results deposited in PubChem BioAssay by Broad Institute.
